# PV pol inh – poliovirus RNA polymerase inhibition; % elongation, % (compound at 16.7 µg/mL); P03300; AID 588519; 150,000 compounds, 0.66% hits; poliovirus polymerase elongation, fluorescence polarization; stronger effect = lower value; in the data active = % elongation below about 90%; note: some results filed as inactive read as strong as hits
# Target sequence (P03300 1749-2209 limits assumed): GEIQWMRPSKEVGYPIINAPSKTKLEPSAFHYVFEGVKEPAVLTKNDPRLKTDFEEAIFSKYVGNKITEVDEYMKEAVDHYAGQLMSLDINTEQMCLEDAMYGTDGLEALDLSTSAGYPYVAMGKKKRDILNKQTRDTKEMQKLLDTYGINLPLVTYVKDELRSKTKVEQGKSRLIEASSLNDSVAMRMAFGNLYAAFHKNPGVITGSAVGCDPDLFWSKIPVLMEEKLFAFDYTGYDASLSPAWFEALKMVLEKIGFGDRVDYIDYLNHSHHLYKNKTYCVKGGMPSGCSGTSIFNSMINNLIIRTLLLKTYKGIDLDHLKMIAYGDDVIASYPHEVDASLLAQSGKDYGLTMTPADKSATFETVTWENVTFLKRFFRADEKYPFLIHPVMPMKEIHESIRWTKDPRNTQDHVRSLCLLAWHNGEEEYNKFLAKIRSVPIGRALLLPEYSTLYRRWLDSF
# PV pol inh FP z-score – further read-out of PV pol inh, marked with its call; z-score; measured here: FP z-score; hits read low
# Active calls of the source: *.
# The first seven entries (preview)
SMILES,PV pol inh,PV pol inh FP z-score
Cc1cc(C)cc(OCCn2c(C3CC(=O)N(c4ccccc4Cl)C3)nc3ccccc32)c1 (stereo not given),113,1.1
COc1ccccc1CNCc1ccc(C(=O)O)s1,108,0.4
CC(=O)c1c(C)oc2c(Cl)cc(NS(=O)(=O)c3ccc(Cl)cc3)cc12,110,1
CCc1cccc(-n2nnc(-c3nc(-c4cccs4)no3)c2N)c1,114,-0.1
O=C(NCc1ccc(C(F)(F)F)cc1)c1ccc(Cl)cc1Cl,103,-0.1
COC(=O)C(C)NC(=O)N1CCN(c2nnc(C)c3c(C)n(-c4ccc(C)cc4)nc23)CC1 (stereo not given),100,-0.5
CC1CCN(C(=O)c2ccc(Br)cc2)CC1,102,0

# The whole of this part, previewed entries included:
SMILES,PV pol inh,PV pol inh FP z-score
Cc1cc(C)cc(OCCn2c(C3CC(=O)N(c4ccccc4Cl)C3)nc3ccccc32)c1 (stereo not given),113,1.1
COc1ccccc1CNCc1ccc(C(=O)O)s1,108,0.4
CC(=O)c1c(C)oc2c(Cl)cc(NS(=O)(=O)c3ccc(Cl)cc3)cc12,110,1
CCc1cccc(-n2nnc(-c3nc(-c4cccs4)no3)c2N)c1,114,-0.1
O=C(NCc1ccc(C(F)(F)F)cc1)c1ccc(Cl)cc1Cl,103,-0.1
COC(=O)C(C)NC(=O)N1CCN(c2nnc(C)c3c(C)n(-c4ccc(C)cc4)nc23)CC1 (stereo not given),100,-0.5
CC1CCN(C(=O)c2ccc(Br)cc2)CC1,102,0
COc1ccc(OC)c(NC(=O)COc2ccc3c4c(c(=O)oc3c2)CCC4)c1,100,-0.6
CCCC1CC(C)(C(=O)C[n+]2cccc(C(N)=O)c2)OC1=O (stereo not given),110,0.9
Cc1ccc(CCS(=O)(=O)c2ccc(C(C)C)cc2)c[n+]1C,100,-0.3
O=C(c1cc(-c2ccc(O)cc2)on1)N1CCN(Cc2ccccc2)CC1,103,0.9
O=C1OC(c2ccccc2)OC(=O)C1=Cc1cccc(OCc2ccccc2)c1 (stereo not given),97,-0.7
CN1CCN(c2nc(C#N)c(C#N)nc2C(C#N)=C2Nc3ccccc3N2)CC1,98,-1
N#CC(Cc1ccccc1)Sc1ccccc1 (stereo not given),101,-0.5
O=C(NC1CC1)c1ccc2c(c1)CCN2S(=O)(=O)c1ccccc1,101,-0.7
N#C/C(=C/c1ccc(-c2ccc(Br)cc2)o1)C(=O)NC1CCCCC1,99,-1.1
CCNC(=S)N1CCn2cccc2C1c1ccccc1F (stereo not given),100,-0.3
COc1ccc(C(=O)NCc2nnc(SCC(=O)Nc3ccc(C)cc3)n2-c2ccccc2)cc1,105,-0.7
O=C(CSc1nc2ccccc2o1)Nc1ccc(N2CCOCC2)c(Cl)c1,99,-0.2
Cc1ccc(C#N)cc1,106,0.5
CC1(C)CC(CCNC(=O)c2ccccc2C(=O)O)(Cc2ccccc2)CCO1 (stereo not given),106,0.3
CC1=NC(=O)/C(=C\c2ccc(O)cc2)N(C)N1c1ccccc1,103,0.1
CCN1CCN(c2cc(C)c3cc(NC(=S)N4CCOCC4)ccc3n2)CC1,100,-0.1
COc1ccc(-n2c(SCC(=O)c3ccc(Cl)cc3)nc3ccccc3c2=O)cc1,106,0.9
O=C(/C=C/c1ccccc1)N1CCc2ccccc21,102,0
Cc1ccc(Cn2c3ccccc3n3cc(C)nc23)cc1,102,0.1
CC1c2cccn2CCN1C(=O)CCn1ccnc1 (stereo not given),109,0.7
CCOC(=O)C1=C(CNc2ccc(OCC)cc2)NC(=O)NC1c1ccccc1 (stereo not given),102,1
O=C(/C=C/c1ccco1)OC(C(=O)c1ccccc1)c1ccccc1 (stereo not given),104,0.8
COc1cccc(N2CCN(S(=O)(=O)c3ccc(-c4ccno4)cc3OC)CC2)c1,107,0.3

# Record cards, from the list above. Order of screens: PV pol inh, PV pol inh FP z-score
# O=C(/C=C/c1ccco1)OC(C(=O)c1ccccc1)c1ccccc1 (stereo not given) is listed as 104, 0.8
# CC1(C)CC(CCNC(=O)c2ccccc2C(=O)O)(Cc2ccccc2)CCO1 (stereo not given) is listed as 106, 0.3

# (next part)
SMILES,PV pol inh,PV pol inh FP z-score
O=C(c1cc2nc(-c3ccco3)cc(C(F)(F)F)n2n1)N1CCSCC1,103,0
COc1ccc(Br)cc1CNC(=O)CCC(=O)N1CCSc2ccccc21,103,-0.8
O=C(NCc1cccnc1)Nc1c[nH]c2ccccc2c1=O,100,-1.4
CN(C)Cc1ccccc1CNC(=O)c1ccc(N(C)C)cc1,100,-0.6
COc1ccc(-n2nc(C(=O)NCCc3ccc(OC)c(OC)c3)c3c4ccccc4n(C)c3c2=O)cc1Cl,106,0.3
COc1ccc(CN=Cc2ccnc(SCc3ccc(Cl)cc3Cl)n2)cc1,111,1.8
CCCCN(CC)C(=O)Cn1c(=O)n(Cc2ccccc2Cl)c(=O)c2cc(OC)c(OC)cc21,102,0.3
Nc1nc(N)c(S(=O)(=O)c2ccccc2)c(Nc2ccc(Br)cc2)n1,100,-1.2
COc1ccc(OC)c(S(=O)(=O)Nc2cccc(-c3cn4c(n3)SCC4)c2)c1,103,0.4
CCN(CC)c1ccc(-n2nc3cc(C)c(NC(=O)c4ccccc4C)cc3n2)c(C)c1,110,1.5
O=S(=O)(NCC(c1cccs1)N1CCc2ccccc21)c1ccccc1 (stereo not given),104,0.8
CC(C)C(NC(=O)Cc1ccccc1)C(=O)N1CCN(S(=O)(=O)c2cccc(Cl)c2)CC1 (stereo not given),101,-0.2
N/C(COc1ccc2nonc2c1)=N\OC(=O)c1ccc(Cl)cc1,103,0.1
O=C1C=CC(=O)N1c1cccc2ccccc12,101,-0.2
CCc1cccc2c(C(=O)Cn3nc(C)c(C)c(C#N)c3=O)c[nH]c12,114,1
Cc1ccc(S(=O)(=O)c2c(Nc3cccc(Cl)c3)sc(C(=O)c3ccc4c(c3)OCO4)c2N)cc1,113,1.6
Cc1ccc(C)c(N2CCN(C(=O)c3cc(S(=O)(=O)N4CCCC4)c[nH]3)CC2)c1,106,-0.3
CCOc1ccc(CCNC(=O)Cn2nc(CC)n3c(cc4sc(CC)cc43)c2=O)cc1OCC,101,-1.7
CCCCc1nnc(NC(=O)Cn2c(COc3ccccc3)nc3ccccc32)s1,110,0.1
c1cnc2c(c1)NC1(CCCCC1)N2,63,-12
CCc1c(C(=O)NC2CCCC2)csc1C,99,-1.2
O=C(NCc1ccccc1Cl)C1CCN(c2nc3ccccc3o2)CC1,100,-0.1
CCc1ccc2oc(C(=O)Nc3nc(-c4ccc(F)cc4)ns3)c(C)c2c1,109,0.7
Cc1ccc(S(=O)(=O)NCCc2nnc3ccc(SCc4ccccc4F)nn23)cc1,107,0.1
Cc1cc(N2Cc3ccccc3C2)ccc1/C=C1/C(=O)NC(=O)N(C2CCCCC2)C1=O,97,-0.5
CC1=CC(C)(C)N(S(=O)(=O)c2ccc(C)cc2)c2ccccc21,105,0.2
COc1ccc(Cn2nnnc2C(c2ccccc2)N2CCC(C)CC2)cc1 (stereo not given),104,0.9
COc1cc2c(C(=O)Nc3cc(OC)c(OC)c(OC)c3)cn(C)c(=O)c2cc1OC,102,-0.8
CCOC(=O)c1c(/N=C/N(C)C)sc(C)c1C,106,0.5
COc1ccc(Br)cc1CNC(=O)c1cc2n(n1)CCCN(Cc1ccc(C)cc1)C2=O,107,0.2
Cc1cc(O)c(C(c2ccccc2)N2CCC(C)CC2)c(=O)n1Cc1ccco1 (stereo not given),101,-0.2
N#Cc1cn(Cc2ccccc2)c(=O)[nH]c1=O,103,0.4
CCOC(=O)N1CCN(C(=O)CSc2ccc(-c3ccccc3)nn2)CC1,102,0
O=C(c1cccc(Cl)c1)N1CCN(CCc2ccncc2)CC1,21*,-6.3*
CC(C)Cc1nnc(NC(=O)CCn2[nH]c(=O)ccc2=O)s1,101,-0.2
O=C(NCCc1ccccc1)c1ccccc1O,104,0.4
O=C(COC(=O)c1ccc(-n2cnnn2)cc1)Nc1ccccc1C(=O)NC1CC1,103,0.1
C1CN(C2OCCOC2N2CCOCC2)CCO1 (stereo not given),99,-0.2
COC(=O)c1c(C)oc(C)c1S(=O)(=O)NCCSCc1c(F)cccc1Cl,106,1.4
CC(=O)Nc1ccc(C(=O)Nc2ccc(OCC(=O)O)cc2)cc1,101,0.4
c1cncc(C2OCC3(CO2)COC(c2cccnc2)OC3)c1 (stereo not given),103,0.5
COC(=O)c1sc(N2C(=O)c3oc4ccccc4c(=O)c3C2c2ccc(O)cc2)nc1C (stereo not given),103,-0.2
CNc1ncc(Br)nc1Br,100,-0.9
Cc1nn(Cc2nc(C(C)(C)C)cs2)c(C)c1Br,106,0.2
CCC(c1nnc(SCc2nc3sc4c(c3c(=O)[nH]2)CCC4)n1Cc1ccccc1)N(C)C (stereo not given),114,2

# Some values from the entries so far.
# Reading for COC(=O)c1sc(N2C(=O)c3oc4ccccc4c(=O)c3C2c2ccc(O)cc2)nc1C (stereo not given) under PV pol inh: 103
# Reading for O=C(NCCc1ccccc1)c1ccccc1O under PV pol inh FP z-score: 0.4
# Reading for N#Cc1cn(Cc2ccccc2)c(=O)[nH]c1=O under PV pol inh: 103
# Reading for CC(C)Cc1nnc(NC(=O)CCn2[nH]c(=O)ccc2=O)s1 under PV pol inh: 101

# (more compounds)
SMILES,PV pol inh,PV pol inh FP z-score
Cc1ccc(-c2cc(C(F)(F)F)n3nc(-c4ccc(Cl)cc4)cc3n2)cc1,106,0.4
Cc1oc(-c2ccccc2)nc1C(=O)OCC(=O)C12CC3CC(CC(C3)C1)C2,102,0.6
COc1ccc(NS(=O)(=O)c2ccc(Oc3ncccn3)cc2)cc1,105,0.3
Cc1nn(CCCC(=O)NC(C)C)c(=O)c2c1sc1ccccc12,103,0.8
COc1ccc(S(=O)(=O)NCc2cn3cccc(C)c3n2)cc1OC,101,-0.3
Cc1ccc(-n2nnc(-c3nc(-c4cccs4)no3)c2N)c(C)c1,117,0.2
Cc1cc(C(=O)N/N=C2\CCCc3ccccc32)c(C)o1,104,-0.3
N#CC(C#N)=Cc1ccc(OC(=O)c2ccccn2)cc1,87*,-1.1*
N#CC(C#N)=Cc1c(Cl)nc2sccn12,67*,-2.8*
NC(=O)c1ccc(-c2cccc(C(F)(F)F)c2)o1,103,0
CCOc1ccccc1CNC(=O)c1cc2oc3ccccc3c2n1CC,106,-1.1
CC(C)(C)S(=O)(=O)Cc1nc(-c2cccc(F)c2)cs1,103,-0.3
COc1cccc(CNC(=O)c2ccc3c(c2)nc2n3CCC(C)C2)c1 (stereo not given),103,-1.1
Cc1ccc(CNC(=O)CSCc2ccc(F)cc2)cc1,113,0.7
CN(C)CCNC(=O)Cn1ncc2c(Cl)cccc21,107,1.9
CCN1C=C(C(=O)OC)C(c2ccc(C(C)C)cc2)C(C(=O)OC)=C1,99,-0.6
CN(Cc1ccccc1)Cn1nc(-c2ccccc2)oc1=S,103,0.2
CCOC(=O)c1ccc2ncc(C(=O)OCC)c(NCCc3ccc(OC)c(OC)c3)c2c1,106,0.2
CC(C)Nc1nc(NC(C)C)nc(N(C)C(N)=O)n1,102,-0.1
CCCC(=O)OC1=C(C(C)=O)N(Cc2ccccc2)S(=O)(=O)c2ccccc21,104,0
COc1ccc(C2OC(=O)CC2C(=O)NC(C)C)cc1 (stereo not given),104,1.2
COc1ccc(CCNC(=O)Cn2c(=O)nc(-c3ccccc3)c3cc(Cl)ccc32)cc1OC,109,0.5
COc1ccc(NC(=O)CSc2nc3ccccc3n2CC(=O)Nc2cccc(C)c2C)cc1,109,0.6
COc1cc(/C=C(\C#N)c2nc3ccccc3[nH]2)ccc1OCc1ccc(F)cc1,107,0.8
O=C(c1ccc(CSc2ncccn2)cc1)N1CCOCC1,101,-0.1
O=C(C1CC(=O)N(C2CCCCC2)C1)N1CCN(c2cccc(C(F)(F)F)c2)CC1 (stereo not given),104,0.8
CN1CCN(c2ccc(NC(=O)CC34CC5CC(CC(C5)C3)C4)cc2)CC1,101,0.2
CCOC(=O)c1sc2sc(C(=O)OCC)c3c2c1CN(Cc1ccccc1)C3,101,-0.3
CC(OC(=O)CSc1nc2ccccc2o1)c1nnc(-c2ccccc2)o1 (stereo not given),103,0.2
Cc1ccc(S(=O)(=O)c2nc(-c3ccccc3)oc2NCc2ccc3c(c2)OCO3)cc1,99,-0.1
CCC(=O)OC1(C(=O)CCl)[C@@H](C)C[C@H]2[C@@H]3CCC4=CC(=O)C=C[C@]4(C)[C@@]3(F)[C@@H](O)C[C@@]21C (stereo not given in full),97,-0.3
CN1C(=O)C(C#N)=C(N)C12CCCC2,99,-0.5
NC(=O)Cn1c(=O)c2ccc(Cl)cc2n2nncc12,102,-0.3
O=C1c2ccccc2C(=O)N1Cc1cc(=O)n2ccsc2n1,104,0.4
CCN1CCN(c2cc(C)c3cc(NC(=O)c4cc(OC)c(OC)c(OC)c4)ccc3n2)CC1,102,-1.2
Cc1ccc(-c2nc3c4ccccc4n(CC(=O)N4CCN(c5ccc(F)cc5)CC4)c(=O)n3n2)cc1,102,-0.8
COc1ccc2c(c1)sc(=NC(=O)c1cccc(S(C)(=O)=O)c1)n2C,105,0.8
CC(C(=O)Nc1ccc2c(c1)OCCO2)N(C)Cc1c(F)cccc1Cl (stereo not given),102,0
O=C1CN(C(=O)c2ccc(S(=O)(=O)N3CCCC3)cc2)C(c2ccccc2)c2cc(Cl)ccc2N1 (stereo not given),107,0.4
C/C(=N\NC(=O)COc1ccc(Cl)cc1)c1ccc(O)cc1O,107,0.4
O=C(c1cccs1)N1CCN(Cc2cccc(Cl)c2)CC1,100,-0.5
O=C(Cn1ncc2c1-c1ccccc1OC2)Nc1nccs1,107,2.1
CCCCN(C)S(=O)(=O)c1ccc(C(=O)Nc2nnc(-c3ccco3)o2)cc1,100,-0.6
COc1ccc(/C=C/C(=O)Nc2ccc3nc(N4CCC(C)CC4)cc(C)c3c2)cc1OC,98,-2.1
O=C(/C=C/c1cccs1)NCCOc1ccccc1,101,0
CCOc1ccc(CCNC(=O)CN2CCN(Cc3ccccc3C)C2=O)cc1OCC,99,-0.3
Cc1ccc2[nH]c(=O)c3cc(C(=O)NCCN4CCN(c5ccccc5F)CC4)sc3c2c1,98,-1.9
CCN1CCN(Cc2c(C)[nH]c3c(C)cc(C)cc3c2=O)CC1,102,0

# Not all compounds are listed; rates above refer to the full screens.
